P. falciparum M1AAP = P. falciparum M1AAP inhibitors, biochemical, fluorogenic H-Leu-NHMec substrate, 1536-well (AID 1445); recombinant M1AAP, H-Leu-NHMec fluorogenic kinetic assay; higher % means a stronger effect; one-dose inhibition, % at 30 µM; IC50 in µM for titrated hits; 220,000 tested, 0.42% active;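 active = primary inhibition above the hit cutoff, then over 50% inhibition at one or more dose response concentrations, cut at about 23% in these data, passing the limit was not always enough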;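 also: plate controls were DMSO full reaction for no effect and no enzyme background for full effect; strong numbers were not always called active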
M17LAP inhibition = P. falciparum M17LAP inhibitors, primary screen, biochemical, fluorogenic H-Leu-NHMec substrate, 1536-well (AID 1619); 220,000 tested, 0.38% active; inhibition, % at 30 µM, or IC50 in µM where a hit was titrated; recombinant M17LAP, H-Leu-NHMec fluorogenic kinetic assay; higher % means a stronger effect;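 active = compound inhibiting the enzyme by more than half at any dose during confirmatory dose-response retesting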;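 also: plate controls were full reaction with DMSO carrier for no effect and no enzyme background for full effect; strong numbers were not always called active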
CSM14.1 death rescue = protection against thapsigargin-triggered cell killing – 384-well, CSM14.1, ATP luminescence, primary screen (AID 1222); CSM14.1 thapsigargin-induced death rescue, ATP luminescence; higher % means a stronger effect; 190,000 tested, under 10 active; one-dose cellular ATP content (survival), % at 20 µM; EC50 in µM for titrated hits;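 active = EC50 below 50 µM in the dose-response confirmation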;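 also: death triggered by thapsigargin at about 15 µM added after 2 h compound pretreatment; cell ATP read after overnight thapsigargin exposure of roughly 18 to 22 hours; normalized against plate controls of thapsigargin alone and 5% DMSO vehicle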
West Nile virus CPE = West Nile virus antiviral activity, cell-based, CPE readout (AID 1621); West Nile virus-infected cells, CPE inhibition; higher % means a stronger effect; one-dose CPE inhibition, % at 10 µM; IC50 in µM for titrated hits; 290,000 tested, 0.02% active; in the data active = a potency from the dose series; also: strong numbers were not always called active
Yfh1-depleted yeast = enhancers of respiration in Yfh1-depleted yeast, dose response, Friedreich's ataxia, plus single-dose screen (AID 1465). S. cerevisiae Yfh1-off respiration, WST-1 reduction, 72 h; higher fold induction means a stronger effect. one-dose fold induction at 50 µM; EC50 in µM for titrated hits. 220,000 tested, 0.074% active;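 active = fold induction of absorbance versus untreated yeast above a set limit, then at least 30% activation at any dose in follow-up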;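 also: activators that raise dye reduction in frataxin-depleted yeast; strong numbers were not always called active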
Salmonella PhoP GFP = inhibitors of PhoP regulon expression, primary screen, Salmonella Typhimurium, GFP reporter (AID 1863) | 300,000 tested, 0.16% active | S. Typhimurium PhoP-regulated promoter GFP reporter, 4 h; higher % means a stronger effect | one-dose inhibition, % at 50 µM; IC50 in µM for titrated hits;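 active = inhibition over 29.93%, a cutoff 3 SD above the screen mean, later confirmed by dose response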;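 also: 0% = low Mg2+ inducing control and 100% = high Mg2+ repressing control; strong numbers were not always called active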
XIAP displacement = XIAP antagonists, biochemical, IAP family, fluorescence polarization (AID 1018) | XIAP BIR domain, fluorescence polarization peptide displacement; higher % means a stronger effect | displacement, % at 20 µM; hits with a dose series show IC50 in µM | 200,000 tested, 0.007% active; in the data active = displacement above about 50%; also: a part of the inactive calls stands beside numbers as strong as those of hits
SIAH1 antagonists = Siah-1 peptide-binding antagonists, primary screen, biochemical, fluorescence polarization, rhodamine-plectin, uHTS (AID 1817); Siah-1 / rhodamine-plectin peptide fluorescence polarization; higher % means a stronger effect; displacement, % at 20 µM, or IC50 in µM where a hit was titrated; 290,000 tested, 0.02% active;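 active = displacement of at least 50% at 20 µM, with a fluorescence ratio check between 0.3 and a set limit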;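 also: plate controls were Siah plus tracer with DMSO for no effect and tracer alone without Siah for full effect; strong numbers were not always called active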
PMI inhibition = human PMI inhibitors, high substrate, primary screen, biochemical, fluorescence intensity, high mannose 6-phosphate (AID 1220) | recombinant PMI enzyme, coupled fluorescence intensity; higher % means a stronger effect | one-dose inhibition, % at 20 µM; IC50 in µM for titrated hits | 190,000 tested, 0.66% active; in the data active = inhibition above about 50%
* = called active by the depositor; i = inactive; . = no result given.

Values run as follows: P. falciparum M1AAP	Salmonella PhoP GFP	CSM14.1 death rescue	West Nile virus CPE	PMI inhibition	XIAP displacement	Yfh1-depleted yeast	M17LAP inhibition	SIAH1 antagonists
> Cc1ccccc1-n1c(C)cc(/C=C2/C(=N)N3C(c4ccccc4)=CSC3=NC2=O)c1C
    9%	3%	-4.6%	1.5%	5%	-4.3%	i	-4%	-4%
> Cc1onc(-c2ccccc2)c1C(=O)N/N=C/c1cc2c(cc1Br)OCO2
    3%	-9%	-3.8%	-1.0%	16%	-8.1%	i	11%	2%
> O=C1C=C(c2ccccc2)C(=O)N1Nc1ccccc1
    4%	6%	-0.9%	0.1%	-2%	-6.4%	i	-3%	2%
> Nc1nc(SCC(=O)NCCN2CCOCC2)nc2sc3c(c12)CCC3
    2%	0%	-4.6%	-0.3%	1%	-1.2%	i	23%	-7%
> O=C(N/N=C/c1cccc([N+](=O)[O-])c1)c1cc(-c2ccccc2)nc2ccccc12
    -2%	0%	0.1%	-1.1%	-12%	-13%	i	-16%	12%
> COC(=O)c1nnn(-c2nonc2N)c1CN1CCc2ccccc21
    5%	0%	-1.3%	-0.1%	-14%	-5.3%	i	4%	-3%
> NNC(=S)NCc1ccco1
    6%	-8%	.	0.5%	.	.	i	-8%	12%
> COC(=O)c1cccc(Nc2ccc([N+](=O)[O-])cn2)c1
    .	.	-0.9%	-0.1%	9%	-6.9%	i	.	0%
> Cc1nnc(NC(=O)COc2ccc3c(C)cc(=O)oc3c2)s1
    2%	2%	-4.1%	.	-20%	-7.7%	.	-51%	0%
> CCOc1cc(N2CCOCC2)c(OCC)cc1NC(=O)Cc1cn2ccsc2n1
    12%	15%	-1.2%	0.7%	33%	0.8%	i	6%	-1%
> CCCCn1c(SCC(=O)N2CCCCC2)nc2cc(S(N)(=O)=O)ccc21
    6%	-6%	-0.2%	0.1%	2%	-2.9%	i	8%	-4%
> CCOC(=O)C1(C)NC(c2ccco2)C2C(=O)N(c3ccccc3)C(=O)C21 (stereo unspecified)
    8%	-2%	-0.6%	0.1%	-8%	-1.4%	i	1%	-3%
> Cc1ccccc1N(CC(=O)N1CCOCC1)S(C)(=O)=O
    -1%	2%	0.7%	0.2%	.	-0.9%	i	6%	-5%
> COc1ccc(N2CCN(Cc3nc4c(c(=O)n(C)c(=O)n4C)n3CCc3ccccc3)CC2)cc1
    13%	3%	-1.7%	-0.2%	1%	-2.7%	i	4%	1%
> CCOC(=O)C(O)(CCC(O)(C(=O)OCC)C(=O)OCC)C(=O)OCC
    0%	-2%	-1.4%	-0.1%	4%	1.0%	i	4%	1%
> COc1cccc(N2C(=O)CC(NNC(=O)c3cccs3)C2=O)c1 (stereo unspecified)
    11%	4%	-2.6%	-0.3%	-5%	-7.4%	i	13%	-1%
> Cc1nc2c(ccc3nc(NC(=O)C(c4ccccc4)c4ccccc4)sc32)s1
    0%	0%	-2.9%	1.2%	10%	-4.3%	i	4%	-1%
> CC1=C(C#N)C(c2cccnc2)C2=C(CC(C)(C)CC2=O)N1 (stereo unspecified)
    8%	-5%	1.4%	0.6%	6%	-0.1%	i	-131%	-3%
> COc1ccc2nc(NC(=O)CSc3nnc(N)s3)sc2c1
    1%	-3%	-3.1%	-0.9%	-5%	-6.3%	i	-4%	-8%
> Fc1ccc(-n2nnc(-c3cccnc3)n2)cc1
    -3%	7%	-1.3%	-0.6%	-2%	-4.1%	i	-9%	-1%
> OC1CCN(C(=S)Nc2ccc(Nc3ccccc3)cc2)CC1
    2%	12%	0.3%	-0.8%	11%	-0.2%	i	1%	11%
> CCN(C(=O)CN1CCCc2ccccc21)c1c(N)n(Cc2ccccc2)c(=O)[nH]c1=O
    .	.	3.4%	.	-2%	-2.3%	.	.	3%
> CCn1c(Cc2c(C)[nH]c3ccccc23)nnc1SCC(=O)NCc1ccccc1
    9%	-2%	-1.6%	-0.1%	0%	0.7%	i	2%	5%
> O=C(O)C1(S(=O)(=O)CCC(F)=C(F)F)CC1
    5%	-5%	1.9%	0.8%	4%	-6.0%	i	3%	12%
> CCOC(=O)C1CCN(c2ccc(C(N)=O)cc2[N+](=O)[O-])CC1
    10%	-4%	-0.8%	-0.2%	-3%	-3.3%	i	-7%	1%
> Cc1ccc(NCC(=O)N/N=C\c2cccc(O)c2)cc1
    -2%	4%	0.5%	0.5%	19%	-5.6%	i	1%	3%
> COc1cccc2[nH]c3c(N4CCCCC4)ncnc3c12
    7%	12%	-1.8%	-0.5%	8%	-14%	i	-4%	-4%
> COC(=O)c1c(N)sc(C(=O)N2CCOCC2)c1C
    5%	-2%	-2.7%	-0.1%	7%	1.0%	i	0%	1%
> CC(C)C(=O)NC(c1ccccc1Cl)c1c(O)ccc2ccccc12 (stereo unspecified)
    3%	1%	-1.9%	1.3%	6%	-2.9%	i	7%	1%
> CCNc1nc(C)c(CN(C(C)=O)c2ccccc2)nc1C#N
    9%	2%	-1.1%	-0.2%	0%	0.3%	i	-441%	-2%
> Cc1cc(C)nc(N/N=C/C2=C(O)CC(c3ccc(F)cc3)CC2=O)n1 (stereo unspecified)
    16%	1%	.	0.0%	.	.	i	1%	-12%
> CCOC(=O)Cc1csc(SCC(=O)Nc2cc(C)ccc2OC)n1
    0%	-1%	2.4%	0.2%	-5%	-5.1%	i	10%	0%
> COc1ccc(-c2ccc([C@H]3[C@@H]4C=CCC[C@@]4(C)C(=O)N3Cc3ccccc3)c(F)c2)cc1OC
    4%	-2%	.	0.1%	.	.	i	0%	-3%
> COc1cc(CN2CCN(c3cccc(Cl)c3)CC2)cc(OC)c1OC
    3%	-1%	-1.8%	2.1%	-2%	-4.8%	i	14%	0%
> Cc1cccc(C(=O)N2CCN(c3ncnc4c3cnn4-c3ccccc3)CC2)c1
    3%	4%	1.3%	2.4%	1%	-11%	i	1%	14%
> c1ccc2nc(N3CCOCC3)c(N3CCOCC3)nc2c1
    7%	10%	-1.8%	0.4%	-1%	1.5%	i	-1%	4%
> CC(C)NC(=O)c1onc(CSc2ccc(C(C)C)cc2)c1C(=O)O
    -1%	-18%	4.0%	0.3%	-5%	-5.2%	i	18%	4%
> O=C(Nc1cccc(-c2nc3ncccc3o2)c1)c1sc2ccccc2c1Cl
    1%	-5%	2.9%	2.4%	4%	7.6%	i	-6%	27%
> C/C(=N\NC(=O)c1cc(Br)ccc1O)c1cccs1
    16%	-15%	-2.3%	0.6%	0%	-5.4%	i	8%	6%
> Cc1ccc(S(=O)(=O)n2cnc3cc([N+](=O)[O-])ccc32)cc1C
    8%	2%	-1.0%	0.3%	-10%	-2.7%	i	9%	0%
> CCOC(=O)C1CCN(C(=O)c2cccnc2Oc2ccc(Cl)cc2)CC1
    -9%	-1%	.	0.3%	.	.	i	-8%	-2%
> CN(C)c1ccc(CN(C(=O)/C=C/c2ccco2)C2CCS(=O)(=O)C2)cc1 (stereo unspecified)
    5%	-11%	.	0.1%	.	.	i	15%	0%
> Cc1nnsc1Sc1cccc(C(F)(F)F)c1
    7%	-12%	1.6%	0.0%	13%	-3.6%	i	0%	7%
> COC(=O)c1ccc2nc(NC(=O)COC(=O)CSc3nc(C)cc(C)n3)sc2c1
    -2%	-2%	0.8%	-0.4%	2%	-19%	i	17%	17%
> CCOC(=O)c1cnc2c(c(C)nn2CC)c1Cl
    0%	-6%	1.6%	-0.5%	-2%	-4.7%	i	-9%	-2%
> CCCC(=O)Nc1ccc2c(c1)nc(CCNC(=O)c1ccccc1)n2C
    -4%	2%	1.1%	1.0%	2%	-2.4%	i	0%	-2%
> COc1ccc(C(=O)C2CCCN(C(=O)Cc3c(C)noc3C)C2)cc1OC (stereo unspecified)
    4%	-4%	-2.1%	-0.5%	-1%	-7.2%	i	0%	-3%
> Cc1ccc2cc(COC(=O)C3CCCO3)c(=O)[nH]c2c1 (stereo unspecified)
    6%	-8%	-1.2%	0.3%	-4%	-7.1%	i	5%	1%
> O=C(N1CCOCC1)N1CCN(c2nc(-c3ccccc3)cs2)CC1
    2%	-10%	0.3%	0.0%	-7%	-3.3%	i	17%	-2%
> Cc1onc(-c2ccccc2)c1C(=O)N/N=C/C=C/c1ccccc1
    4%	-12%	.	-0.3%	.	.	i	-1%	4%
> O=C(Nc1nnc(-c2ccc(F)cc2)o1)c1cc(Cl)sc1Cl
    -6%	1%	-2.8%	-0.2%	-19%	-1.5%	i	8%	2%
> COc1ccc(C)cc1N(CC(=O)O)S(=O)(=O)c1ccc(C)cc1
    -8%	5%	0.8%	0.2%	3%	-9.2%	i	-8%	-1%
> c1cncc(-c2noc(C34CC5CC(CC(C5)C3)C4)n2)c1
    5%	0%	.	2.8%	4%	-2.5%	i	3%	-3%
> COc1ccc2c(=O)c3c(=O)n(Cc4ccco4)c(-c4ccc(C)cc4)nc3oc2c1
    12%	-35%	0.4%	0.1%	-3%	-3.6%	i	-1%	-4%
> CCOC(=O)C1CCN(S(=O)(=O)c2cnc[nH]2)CC1
    8%	-12%	-1.1%	-0.6%	4%	1.9%	i	4%	3%
> Cc1ccnc(NC(=O)C2(c3cccs3)CCOCC2)c1
    -3%	-14%	-0.1%	-0.4%	0%	-3.4%	i	-12%	3%
> O=C(Nc1ccccc1)c1ccc(S(=O)(=O)N2CCCC2)cc1
    -3%	9%	-0.9%	0.9%	0%	-3.3%	i	4%	0%
> CCCCn1c(CN(C)Cc2ccccc2)nc2c1c(=O)n(C)c(=O)n2C
    5%	-8%	-0.5%	-0.2%	2%	-2.3%	i	-3%	1%
> O=C1c2ccc(Oc3ccc4c(c3)C(=O)N(CCCO)C4=O)cc2C(=O)N1CCCO
    4%	-14%	-0.3%	1.4%	2%	-8.6%	i	-9%	-2%
> CC1=C(c2ccc(C)cc2)[N+](=O)C(C)(C)N1[O-]
    3%	-4%	1.5%	-0.3%	.	-4.9%	i	1%	3%
> CC(=O)NS(=O)(=O)c1ccc(N=NN2CCCCCC2)cc1
    -3%	-4%	-0.5%	0.1%	4%	-4.4%	i	22%	4%
